DAX1 inh-1: DAX1 (NR0B1) inhibitors, primary screen, cell-based, HEK293, Gal4-DAX1, luciferase luminescence | Nuclear receptor subfamily 0 group B member 1 (Homo sapiens), P51843 | HEK293 Gal4-DAX1 luciferase reporter | inhibition, % at 6.75 µM | hit rate 0.99% among 340,000 | AID 504766, 2011;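 active = inhibition above the mean over all tested compounds plus 3 SD, cut at about 4.2% in these data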;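 also: 0% = DAX1-transfected cells with DMSO and 100% = empty-vector control cells with DMSO; inhibition shows as a rise in luminescence from relieved DAX1 repression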
Target sequence (P51843 207-470 limits assumed): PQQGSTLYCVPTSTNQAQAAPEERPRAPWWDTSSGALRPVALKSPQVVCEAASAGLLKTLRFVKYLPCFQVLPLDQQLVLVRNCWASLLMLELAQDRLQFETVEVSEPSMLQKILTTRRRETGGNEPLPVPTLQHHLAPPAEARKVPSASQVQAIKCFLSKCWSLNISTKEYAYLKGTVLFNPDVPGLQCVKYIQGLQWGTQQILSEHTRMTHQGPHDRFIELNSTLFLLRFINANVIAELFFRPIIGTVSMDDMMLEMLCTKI
hgDAF12 agonist: H. glycines DAF-12 receptor agonists, primary screen, cell-based, luminescence, HEK293, GAL4 fusion, UAS-luciferase; Nuclear hormone receptor DAF-12 (Heterodera glycines), GAL4 fusion; HEK293 GAL4-hgDAF12 UAS-luciferase reporter, agonist luminescence; normalized to butyrate control; hit rate 1.8% among 370,000; activation, % at 6.8 µM;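 active = activation above a cutoff set at the mean of all screened compounds plus 3 SD, cut at about 10% in these data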;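 also: 0% = DMSO wells and 100% = sodium butyrate wells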
DAX1 inh-2: DAX1 (NR0B1) inhibitors on StAR promoter, primary screen, cell-based, luminescence, SF-1 (NR5A1), full-length DAX-1; AID 652010, 2013; hit rate 1.1% among 370,000; HEK293T StAR-luciferase reporter, SF-1/DAX-1 repression relief; inhibition, % at 6.8 µM;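 active = inhibition above the mean over all tested compounds plus 3 SD, cut at about 3.6% in these data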;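 also: 0% = DAX-1 cells with DMSO and 100% = cells lacking DAX-1 with DMSO; higher inhibition means more luminescence from relief of DAX-1 repression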
ssDAF12 agonist: S. stercoralis DAF-12 nuclear receptor activators, primary screen, cell-based, luminescence, HEK293, GRIP1 co-expression, lit1-tk-luc; hit rate 1% among 370,000; Nuclear hormone receptor DAF-12 (Strongyloides stercoralis); AID 652126, 2013; activation, % at 6.8 µM; HEK293 ssDAF-12/GRIP1 lit1-tk-luc reporter; % of 3 µM dafachronic acid response;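 active = activation above the mean over all tested compounds plus 3 SD, cut at about 0.9% in these data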;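 also: 0% = DMSO-only wells and 100% = 3 µM delta7-dafachronic acid wells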
SMARCA2 activ: SMARCA2 (BRM) function activators, primary screen, cell-based, luminescence, high throughput | MG213 cells, MMTV-luciferase reporter, dexamethasone, overnight | activation, % at 9.1 µM | hit rate 1% among 370,000 | AID 652017, 2013; in the data active = activation above about 7.8%;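 also: 0% = vehicle wells and 100% = reference activator wells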
NPR2 activator: human GC-B receptor activators, primary screen, HEK293 GC-B cells, cGMP TR-FRET, EC30 CNP. activation, % at 10 µM. Atrial natriuretic peptide receptor 2 (Homo sapiens), P20594. hit rate 0.11% among 370,000. AID 1920062, 2024. 0% at EC30 CNP, 100% saturating CNP;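 active = activation at 10 µM reaching about 35% in either raw or pattern-adjusted values, limit read from the data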
GC-A act: GC-A stimulated cGMP production enhancers – HEK293 GC-A cells, cGMP TR-FRET, EC30 ANP, primary screen | 0% at EC30 ANP, 100% saturating ANP | activation, % at 10 µM | hit rate 0.14% among 370,000; in the data active = activation above about 40%
sPLA2-III inh: human group III sPLA2 inhibitors, primary screen, biochemical, QFRET, BODIPY PC-A2 liposome substrate | Group 3 secretory phospholipase A2 (Homo sapiens), Q9NZ20 | QFRET BODIPY PC-A2 liposome hydrolysis, fluorescence | inhibition, % at 12.2 µM | hit rate 0.56% among 370,000;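 active = inhibition above mean plus 3 SD of compounds lying within the high and low control bounds, cut at about 19% in these data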;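 also: 0% = median of test compound wells and 100% = no enzyme DMSO wells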
GAA850 FXN act: FXN promoter activators, primary screen, cell-based, luciferase luminescence, HEK293 lucGAA850. HEK293 lucGAA850 FXN promoter luciferase reporter, 24 h; percent of 10 µM SAHA response. activation, % at 6 µM. hit rate 0.56% among 360,000. AID 540364, 2011;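 active = activation above the average of all compounds screened plus 3 SD, cutoff fixed separately per campaign, cut at about 7.5% in these data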;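 also: 0% = DMSO wells and 100% = 10 µM SAHA wells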
ADAM10 inh: human ADAM10 inhibitors, primary screen, biochemical, QFRET, HTS; Disintegrin and metalloproteinase domain-containing protein 10 (Homo sapiens), O14672; hit rate 0.62% among 370,000; inhibition, % at 7 µM; recombinant ADAM10, EDANS/DABCYL FRET peptide cleavage, 3 h;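 active = inhibition above a per-campaign cutoff equal to the mean of compounds falling between control-based bounds plus 3 SD, cut at about 20% in these data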;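 also: 0% = DMSO wells while the 100% control is not disclosed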
Target sequence (O14672 214-748 limits assumed): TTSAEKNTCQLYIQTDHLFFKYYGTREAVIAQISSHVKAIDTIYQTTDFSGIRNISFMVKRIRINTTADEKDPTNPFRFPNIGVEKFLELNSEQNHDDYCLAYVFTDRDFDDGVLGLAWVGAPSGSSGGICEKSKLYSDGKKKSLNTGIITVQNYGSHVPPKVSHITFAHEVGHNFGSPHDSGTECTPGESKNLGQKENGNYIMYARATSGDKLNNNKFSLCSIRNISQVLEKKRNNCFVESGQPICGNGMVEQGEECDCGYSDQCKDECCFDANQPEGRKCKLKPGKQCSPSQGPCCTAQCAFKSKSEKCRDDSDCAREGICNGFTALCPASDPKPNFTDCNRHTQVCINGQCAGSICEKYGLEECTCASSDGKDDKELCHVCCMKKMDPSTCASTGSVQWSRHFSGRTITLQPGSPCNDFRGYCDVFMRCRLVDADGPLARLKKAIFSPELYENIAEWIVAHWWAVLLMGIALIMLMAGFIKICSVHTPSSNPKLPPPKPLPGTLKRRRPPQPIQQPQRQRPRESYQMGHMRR
hcDAF-12 act: H. contortus DAF-12 nuclear receptor activators, primary screen, cell-based, luminescence, HEK293, lit1-tk-luc reporter; HEK293 hcDAF-12 lit1-tk-luc reporter; 0% DMSO, 100% Δ7-dafachronic acid; activation, % at 6.8 µM; hit rate 1.4% among 370,000;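 active = activation above the mean of all tested compounds plus 3 SD, cut at about 5.5% in these data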;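 also: 100% = response to 3 µM Δ7-dafachronic acid high control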
Starred values were filed as active, the others as inactive; x = no result given. No enrichment for hits; 6.6% or so of the library scored in one or more.

SMILES	DAX1 inh-1	hgDAF12 agonist	DAX1 inh-2	ssDAF12 agonist	SMARCA2 activ	NPR2 activator	GC-A act	sPLA2-III inh	GAA850 FXN act	ADAM10 inh	hcDAF-12 act
COc1ccc(Cc2nnc(NS(=O)(=O)c3ccc(NC(C)=O)cc3)s2)cc1	-0.8	-0.4	-0.2	-1.0	-2	-7	-2	-18	1.8	-6	-1.8
CCCCc1ccc(NC(=O)CSc2nc(=O)n(CCN(C)C)c3c2CCC3)cc1	-1.4	-0.3	0.1	-1.4	8	-2	1	-17	2.9	0	-0.8
O=[N+]([O-])c1ccc(CSCc2ccc([N+](=O)[O-])cc2)cc1	0.8	-1.2	-0.4	-1.0	-7	0	-4	16	-0.6	-10	0.1
Cc1cc2c(cc1C)N(Cc1ccccc1)C1=NCCCN12	1.3	0.8	0.2	-1.6	3	-13	-31	7	-0.2	-12	-0.5
COc1ccc(-c2ncccc2OC(=O)C23CC4CC(CC(C4)C2)C3)cc1	1.4	0.1	0.7	-0.6	-1	0	0	-7	-1.2	-144	-1.5
OCCN(Cc1ccccc1)CC(O)COc1ccc(-c2ccccc2)cc1 (stereo unspecified)	0.9	-1.5	-0.2	-1.3	-2	-15	2	-26	2.3	30*	-1.0
CCc1cccc(-n2c(C)cc(O)cc2=O)c1	x	-2.9	0.5	-1.2	-1	-3	0	0	x	2	-2.3
Cc1cccc(Nc2nc(OCC#N)nc(N(C)C)n2)c1	-1.3	-0.8	-1.1	-1.0	1	10	11	-5	3.0	-2	0.8
O=C1COc2ccc(C(=O)COC(=O)/C=C/c3ccc(Br)o3)cc2N1	0.2	-0.1	-0.2	-1.6	-6	1	-4	2	-2.1	-11	-1.8
COc1ccc(CN(C(=O)COc2ccc(C)c(C)c2)C2CCS(=O)(=O)C2)cc1OC (stereo unspecified)	0.4	0.5	-0.2	-1.0	2	-4	-4	-7	-0.9	-7	-2.7
CCCc1cc(=O)[nH]c(SCC(=O)Nc2cc(C)on2)n1	0.4	-2.4	-0.6	-1.9	-4	-1	-2	0	1.3	3	0.1
CCOc1ccc(N2C(=O)C3CCCN3C2=S)cc1 (stereo unspecified)	1.0	0.7	0.9	-1.0	1	-3	0	-70	1.9	0	1.4
OC1(Cc2cc(-c3ccccc3)no2)CCN(CCCc2ccccc2)CC1	-0.4	1.2	0.7	-0.2	-1	-5	-1	-26	-1.6	9	0.3
Cn1cccc1CC(=O)NNC(=S)NC(=O)c1ccccc1Br	0.7	-0.1	-0.2	-0.4	-3	0	2	-3	0.0	5	0.0
Cn1c(Cc2ccccc2)nnc1SCC(=O)Nc1ccccc1N1CCOCC1	-1.3	-1.6	-0.8	-0.7	0	0	-7	1	0.7	3	-0.9
O=C(Nc1ccc(F)cc1F)N1CCCC(c2nc(-c3ccc(F)cc3)no2)C1 (stereo unspecified)	4.0	2.6	-0.5	-2.0	1	-4	1	-5	-0.1	2	0.3
CCCCNC(=O)C[C@@H]1C[C@@]2(C(=O)OC)CCCCC=C2N(Cc2ccccc2)C1=O	x	1.4	1.2	-1.6	2	3	1	-1	x	-4	0.7
CC(C)CN(C(=O)CSc1nc2ccccc2c(=O)n1C)C1CCS(=O)(=O)C1 (stereo unspecified)	-0.5	3.0	0.9	-1.0	-1	-4	3	-3	-0.1	-1	-1.2
O=C(Cc1ccc([N+](=O)[O-])cc1)NCc1ccncc1	0.1	-2.3	-0.3	-1.1	2	-2	2	-2	2.9	-1	0.9
CN(C)S(=O)(=O)c1cccc(NC(=S)N/N=C/C(=O)c2ccccc2)c1	-0.4	4.0	0.1	-1.1	-2	-6	-2	24*	-0.5	2	-0.9
CCOC(=O)COn1c(=O)c(-c2ccc(F)cc2)[n+]([O-])c2ccccc21	1.4	0.5	0.5	-0.9	-1	2	3	0	-0.3	-13	-0.8
CC1(c2ccccc2)NC(=O)N(CCN2C(=O)c3ccccc3C2=O)C1=O (stereo unspecified)	-0.8	0.8	-0.3	-0.8	-1	-2	0	9	-0.2	-6	1.8
CC(=C\c1ccccc1)/C=C1/SC(=S)N(CCC(=O)O)C1=O	-0.3	0.1	0.5	-1.4	1	1	3	-5	-0.4	-4	-1.4
Cc1ccc2cccc(SCC(=O)N3CCOCC3)c2n1	0.5	1.1	0.5	-1.1	0	2	-1	5	-0.9	-231	-1.0
COc1cccc(C(=O)Nc2cc(NC(=O)c3cccs3)ccc2C)c1	-0.2	2.2	-0.1	-1.3	-3	2	2	5	-1.9	-2	0.2

Single entries from the results shown.
CCOC(=O)COn1c(=O)c(-c2ccc(F)cc2)[n+]([O-])c2ccccc21 – GAA850 FXN act: -0.3
CCOc1ccc(N2C(=O)C3CCCN3C2=S)cc1 (stereo unspecified) – DAX1 inh-1: 1.0

Other records follow:
SMILES	DAX1 inh-1	hgDAF12 agonist	DAX1 inh-2	ssDAF12 agonist	SMARCA2 activ	NPR2 activator	GC-A act	sPLA2-III inh	GAA850 FXN act	ADAM10 inh	hcDAF-12 act
CCN1CCN(c2ncc(C(=O)Nc3cc(Cl)c(OC)cc3OC)c3ccccc23)CC1	-1.3	-0.6	0.3	-0.7	0	-3	7	-7	2.6	-5	-0.9
COC(=O)Nc1nnc(COc2cccc(C)c2)s1	-0.2	0.1	-0.3	-1.5	-1	-1	-3	-3	0.4	1	-0.9
CCc1ccc(NC(=O)CCS(=O)(=O)c2ccc(Cl)cc2)cc1	0.8	-1.3	-0.3	-0.9	1	-2	1	-12	0.1	3	0.1
C=CCn1c(SCC(=O)Nc2ccccc2C)nnc1-c1ccncc1	0.8	-0.8	-0.6	-0.4	0	0	-4	-1	2.4	-9	-0.8
Cc1ccc(N2CC(C(=O)Nc3nnc(SCC(N)=O)s3)CC2=O)cc1 (stereo unspecified)	0.1	-0.3	0.2	-1.2	-2	4	5	0	0.9	81*	-0.5
CC(CCc1ccccc1)NC(=O)C(=O)NCCc1ccccc1 (stereo unspecified)	0.3	-0.6	-0.7	-1.1	0	3	3	-1	1.4	5	-0.4
COc1ccccc1N=CC=C1OC(C)(C)C(C)(C)O1	1.2	-0.2	0.2	-1.0	2	4	1	-3	0.0	-116	-0.8
Cc1ccccc1-n1c(O)c(/C=N/N2CCCCC2c2cccnc2)c(=O)[nH]c1=O (stereo unspecified)	-1.3	2.5	0.5	-1.1	-1	5	0	-1	-1.7	-2	-1.1
CC1=NOC(=O)/C1=C\c1ccc(-c2cc(Cl)ccc2Cl)o1	-0.3	-1.1	0.4	-0.8	0	0	9	9	1.3	2	0.3
CC(c1ccccc1)n1c(CO)nc2ccccc21 (stereo unspecified)	-0.1	-2.9	-0.2	-1.5	-4	0	-2	8	-0.8	-5	-1.9
Cc1cc(NC(=O)c2cccnc2)ccc1NC(=O)c1cc2ccccc2o1	-0.1	-5.8	0.5	-1.4	-4	3	8	2	-8.4	-6	-1.1
C=CCN(CC=C)C(=O)C[n+]1ccc(C(N)=O)cc1	2.1	-1.8	0.4	-0.7	-1	4	-5	11	-1.7	-13	-2.5
CC1=C(C)C(OCCBr)N(c2cc(O)c(Cl)cc2F)C1=O (stereo unspecified)	-2.1	-1.6	-1.0	-0.3	0	-2	6	0	-2.0	2	-0.2
O=C(NCC(c1ccco1)N1CCN(c2ccccc2)CC1)c1cccs1 (stereo unspecified)	-0.5	-0.2	-0.7	-1.2	-1	1	5	6	1.6	-4	1.2
O=S(=O)(c1cccs1)N1CCN(c2ccccc2)CC1	-0.9	1.2	-0.3	-0.5	-3	4	4	5	3.4	-1	-1.6
CCn1c(COc2cc(C)cc(C)c2)nnc1SCC(=O)N1CCN(c2ccccc2)CC1	1.0	-2.3	-0.3	-0.8	-3	-9	-1	5	-1.4	2	0.1
Cn1c(CCN2CCN(c3ccccn3)CC2)nc2cc(NS(=O)(=O)c3ccc(Cl)cc3)ccc21	0.1	-6.3	-0.7	-1.5	-3	-2	0	-32	-0.2	6	-3.2
CCn1cc(/C=C(\NC(=O)c2ccc(OC)c(OC)c2)C(=O)N2CCOCC2)c2ccccc21	1.6	-1.0	-0.5	-1.4	-1	-3	-3	-7	0.0	-1	-0.4
COC(=O)C1CN(Cc2ccc(OC)cc2)CCS(=O)(=O)N1Cc1ccc(Cl)cc1 (stereo unspecified)	x	-3.3	-0.8	-1.1	-2	-1	-12	5	x	-6	-2.1
COc1ccc(C(=O)NCCSCc2ccccc2C)cc1	0.4	1.1	0.0	-1.1	-3	4	2	-1	1.9	-2	1.0
CC(=Nc1ccccc1)C1=C(O)C(CC(C)C)NC1=O (stereo unspecified)	0.5	2.5	1.2	-0.8	5	1	-4	12	3.0	-14	-0.7
O=C(C1CC12CCCC2)N1CCC(CO)(Cc2ccccc2Cl)CC1 (stereo unspecified)	-1.0	-1.2	0.0	-2.1	-1	0	1	-4	0.1	-1	-0.9
COc1cccc(C(C(=O)NC2CCCCC2)N(C(=O)c2ccco2)c2ccccc2OC)c1 (stereo unspecified)	0.4	1.5	0.2	-0.8	-3	-6	-18	-3	2.1	-2	-0.3
O=C(NCc1ccc2c(c1)OCO2)c1ccc(CN2CCc3ccccc3C2)cc1	0.2	0.1	0.4	-1.7	-6	7	-1	-16	1.5	6	-1.7
O=C(NCc1ccccc1)C(c1ccncc1)N(C(=O)c1ccccn1)c1ccccc1 (stereo unspecified)	1.0	6.5	0.0	0.4	6	6	0	-5	1.1	-3	-0.4
CCN(C[C@H]1N[C@@](C)(C(=O)OC)[C@H]2C(=O)N(C)C(=O)[C@@H]12)C(=O)C1CCCCC1	-1.0	0.1	0.5	-0.8	0	-10	1	8	-0.1	-9	-0.6
COc1ccc(C2CC(c3ccccc3)=NN2C(=S)Nc2ccccc2)cc1 (stereo unspecified)	-1.1	-1.8	-1.0	-2.2	-1	-1	4	-3	0.8	14	-1.3
CCCCN(C(=S)SC)C1CCS(=O)(=O)C1 (stereo unspecified)	x	-0.4	-0.3	-0.4	-1	3	0	5	1.9	-2	-0.8
CCC(=O)NC(=S)NNC(=O)c1ccccc1[N+](=O)[O-]	0.9	1.9	0.2	-1.4	0	0	7	-4	1.8	-2	-2.1

Assay outcomes (PubChem BioAssay)
